Screening data as filed in PubChem.
GlmU inhibition: inhibition of mycobacterial GlmU enzyme – biochemical, glucosamine-1-phosphate acetyltransferase (AID 1376). M. tuberculosis GlmU acetyltransferase enzyme assay; higher % means a stronger effect. one-dose inhibition, %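 (tested at 30 µM in the primary screen)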; IC50 in µM for titrated hits. actives 0.25% (n = 220,000); in the data active = inhibition above about 13%;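 note: 0% = complete reaction with vehicle and 100% = reaction without substrate; strong numbers were not always called active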
Mtb RmlCD inh: blocks M. tuberculosis RmlC and RmlD coupled enzymes | inhibition, % at 3.6 µM | actives 0.03% (n = 160,000) | P9WH09+P9WH11 | RmlC+RmlD coupled enzyme assay, percent inhibition; primary screen in compound mixtures; in the data active = inhibition mostly above about 34%, no sharp cut-off; note: some results filed as inactive read as strong as hits
Target sequence (P9WH09 whole entry, looked up): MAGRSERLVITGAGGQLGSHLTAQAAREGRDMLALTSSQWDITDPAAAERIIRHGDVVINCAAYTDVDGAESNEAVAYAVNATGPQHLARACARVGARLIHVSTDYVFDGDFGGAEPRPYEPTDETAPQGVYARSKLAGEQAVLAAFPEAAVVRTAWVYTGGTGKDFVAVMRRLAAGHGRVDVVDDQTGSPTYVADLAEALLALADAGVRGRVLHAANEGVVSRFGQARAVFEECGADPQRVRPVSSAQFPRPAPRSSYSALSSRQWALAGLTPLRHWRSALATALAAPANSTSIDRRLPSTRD
Target sequence (P9WH11 whole entry, looked up): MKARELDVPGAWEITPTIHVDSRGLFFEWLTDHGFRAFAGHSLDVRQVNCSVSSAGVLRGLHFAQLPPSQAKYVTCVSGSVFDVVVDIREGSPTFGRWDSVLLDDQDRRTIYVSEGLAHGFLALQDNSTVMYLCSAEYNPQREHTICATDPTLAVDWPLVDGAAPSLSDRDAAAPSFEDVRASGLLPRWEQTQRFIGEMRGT
Numbers without * were called inactive; x = no result given. An excerpt (hit frequency here may not be typical).

Preview, 2 compounds:
The line under a structure holds: GlmU inhibition, Mtb RmlCD inh
Cc1ccc(-c2csc(NC(=O)COC(=O)c3cccc(S(=O)(=O)N4CCOCC4)c3)n2)cc1
    2.4%, 11
O=[N+]([O-])c1cc(C(F)(F)F)ccc1-n1nnc2ccccc21
    1.1%, 9

Results, from the first entry:
The line under a structure holds: GlmU inhibition, Mtb RmlCD inh
Cc1ccc(-c2csc(NC(=O)COC(=O)c3cccc(S(=O)(=O)N4CCOCC4)c3)n2)cc1
    2.4%, 11
O=[N+]([O-])c1cc(C(F)(F)F)ccc1-n1nnc2ccccc21
    1.1%, 9
Cc1cccc2c(C(=O)N3CCN(C(=O)c4ccco4)CC3)cc(-c3cccc(Br)c3)nc12
    0.4%, -3
CCS(=O)(=O)NCCc1csc(-c2ccccc2)n1
    -5.0%, 6
Nc1nc(OCc2ccccc2)c2[nH]cnc2n1
    -3.1%, x
O=[N+]([O-])c1ccc(-c2ccc(C=Nc3cccc4ccccc34)o2)cc1
    6.3%, x
CCc1nc2ccc(C)cc2c(C(=O)Oc2cccc3cccnc23)c1C
    0.0%, 21
CCn1ncc(C2=NOC(C(=O)Nc3cccc(C(C)=O)c3)C2)c1C (stereo unspecified)
    -4.9%, 8
Cc1nc2cc(-c3ccccc3)nn2c(C)c1CCC(=O)N1CCC2(CC1)OCCO2
    -4.7%, 23
N#Cc1ccccc1Sc1ccccc1C(=O)OCC(=O)NC1CCS(=O)(=O)C1 (stereo unspecified)
    -1.0%, 12

Reprinted at random: 6 compounds from above
The line under a structure holds: GlmU inhibition, Mtb RmlCD inh
CCn1ncc(C2=NOC(C(=O)Nc3cccc(C(C)=O)c3)C2)c1C (stereo unspecified)
    -4.9%, 8
Cc1nc2cc(-c3ccccc3)nn2c(C)c1CCC(=O)N1CCC2(CC1)OCCO2
    -4.7%, 23
CCS(=O)(=O)NCCc1csc(-c2ccccc2)n1
    -5.0%, 6
Nc1nc(OCc2ccccc2)c2[nH]cnc2n1
    -3.1%, x
N#Cc1ccccc1Sc1ccccc1C(=O)OCC(=O)NC1CCS(=O)(=O)C1 (stereo unspecified)
    -1.0%, 12
O=[N+]([O-])c1cc(C(F)(F)F)ccc1-n1nnc2ccccc21
    1.1%, 9

(continued)
The line under a structure holds: GlmU inhibition, Mtb RmlCD inh
CC1(C)CC(=O)c2c(O)cc(OCc3ccc(Br)cc3)cc2O1
    0.4%, x
O=C(Nc1ccc(Nc2ccccc2)cc1)Nc1ccccc1Cl
    -0.1%, 71
COC(=O)c1ccc(COC(=O)CCS(=O)(=O)c2ccc(C)cc2)cc1
    -5.2%, 2
Cc1ccccc1Nc1nnc(SCC2CCCCO2)s1 (stereo unspecified)
    2.6%, x
O=c1ccc(Br)c[nH]1
    3.7%, 8
O=C(NCc1ccco1)c1ccc(CN2CCOCC2)cc1
    7.9%, x
CC(C)(C)[C@H]1C=C(C(=O)N2CCN(Cc3ccc4c(c3)OCO4)CC2)O[C@@H](OCc2ccc(CO)cc2)C1
    -1.5%, x
O=C(COC(=O)/C=C/C(=O)N1CCN(c2ccccc2)CC1)NC(c1ccccc1)c1ccccc1
    -0.8%, -2
Cc1ccc(-n2c(C)cc(/C=C(\C#N)C(=O)NCC3CCCO3)c2C)cc1 (stereo unspecified)
    2.6%, 12
O=C(COc1ccc(Cl)cc1)Nc1nnc(-c2ccco2)o1
    4.3%, -8
COc1cc(OC)cc(C(=O)OCC(=O)Nc2sccc2C(N)=O)c1
    3.2%, -12
Cc1ccc(C(=O)N/N=C/c2ccc([N+](=O)[O-])s2)cc1
    0.4%, 14
O=C(CN1C(=O)C2C3c4ccccc4C(c4ccccc43)C2C1=O)Nc1cccc(C(=O)O)c1 (stereo unspecified)
    3.9%, -7
CC1=CC(C)(C)NC(=S)N1c1ccc(C)c(C)c1
    7.0%, -7
Cc1cc(C)nc(SCc2ccccc2C#N)n1
    -5.1%, 12
CCCNc1cc(=O)n(C)c(=O)n1C
    3.5%, -5
Cc1cc(Nc2ccc(Br)cc2)n2nc(C)nc2n1
    1.1%, 0
CN1CCC(N(C)CC(=O)Nc2ccc3c(c2)OC(F)(F)O3)CC1
    x, 1
CC(=O)Oc1cccc(/C=C2\C=C(c3ccc(C)cc3)OC2=O)c1
    3.4%, 5
CCC(C)NC(=O)c1cnn2c1NC(c1cccs1)CC2C(F)(F)F (stereo unspecified)
    1.7%, 3
COc1ccc(N2C(=O)C3C(C2=O)C(C(=O)c2ccccc2)N2CCCC32)cc1 (stereo unspecified)
    2.0%, x
CN(C)S(=O)(=O)c1cccc(NC(=O)Cc2ccc(Cl)cc2)c1
    1.5%, 3
Cc1ccc(/C=N\NC(=O)/C(=C\Nc2nccc(C)n2)NC(=O)c2ccccc2)cc1
    3.0%, -11
O=C(NCC1(c2ccccc2)CCCC1)c1ccc(Br)cc1
    0.4%, x
CC(C)(C)c1cc(C(=O)NNC(=O)c2ccc(Cl)cc2)no1
    -0.9%, 7
CCOC(=O)C1=C(O)/C(=C/c2ccc(CNC(=O)C(=O)Nc3ccc(C)cc3)o2)N=C1C
    -0.6%, -7
Cc1cc(C(C)(C)C)ccc1OCCCCN1CCCC1
    -6.1%, -8
C/C(=N\OCC(=O)Nc1ccccc1C(C)(C)C)c1ccc2c(c1)OCCO2
    -2.7%, 7
O=[N+]([O-])c1cc2c(cc1/C=N/n1c(-c3ccccn3)n[nH]c1=S)OCO2
    2.9%, 8
Cn1cnnc1SCC(=O)Nc1ccc2nc(SCc3ccccc3)sc2c1
    -7.3%, x
N#CCCn1cc(/C=N/O)c(-c2ccccc2)n1
    2.4%, -3
CCN1CCN(CC(O)COCCOc2ccc(Br)cc2)CC1 (stereo unspecified)
    2.1%, 19
O=C(CN1C(=O)CC(c2ccccc2)Sc2ccccc21)NCC1CCCO1 (stereo unspecified)
    2.5%, -11
O=C1NC2(CCCC2)Oc2ccccc21
    -3.7%, -13
Cc1ccc(S(=O)(=O)N=S(CCO)CCO)cc1
    1.0%, x
Cc1ccc(-c2nnn(CC(=O)N(c3cnc4ccccc4c3)C(C(=O)NC3CCCC3)c3ccncc3)n2)o1 (stereo unspecified)
    -5.8%, 2
CCC(=O)OCC(=O)Nc1cc(C)c(C)cc1[N+](=O)[O-]
    -1.0%, 0
COCCCNC(=O)c1cc(C(=O)c2ccccc2Br)c[nH]1
    -1.0%, 16
Brc1ccc(-c2nc(-c3ccccn3)no2)o1
    7.4%, x
COc1ccc(Cl)cc1-n1c(N)c(C(N)=O)sc1=S
    4.3%, -1
CCOCC(=O)Nc1nnc(C2CCCCC2)s1
    -0.5%, x
COc1ccc2c(c1OC)C(=O)N1C2SC[C@H]1C(=O)NC1CC(C)(C)NC(C)(C)C1 (stereo partly specified)
    -3.7%, 4
CC(=O)n1cc([C@H]2C=C(C(=O)NCc3ccccc3)O[C@@H](OCc3ccc(CO)cc3)C2)c2ccccc21
    -3.1%, x
CCOP(=O)(OCC)C1(C(=O)O)CCCC1
    7.2%, 7
CCN(CC(=O)Nc1ccc(S(N)(=O)=O)cc1)S(=O)(=O)c1cc(C)ccc1OC
    2.0%, -7
Cc1cc(C(=O)COC(=O)CC2Sc3ccccc3NC2=O)c(C)n1-c1ccc(Br)cc1 (stereo unspecified)
    -6.1%, 7
CC(=O)N1CCN(C(=S)c2ccc([N+](=O)[O-])cc2)CC1
    0.4%, -8
COc1ccc(CCNC(=O)COc2nncc3ccccc23)cc1
    5.8%, -11
CC(Nc1nc(N2CCN(CCO)CC2)nc2ccccc12)c1ccccc1 (stereo unspecified)
    -1.7%, 4
C[N+]1(CC(=O)OCCCC2CCCCC2)CCCC1
    2.9%, 8

Next section
The line under a structure holds: GlmU inhibition, Mtb RmlCD inh
N#Cc1cc([N+](=O)[O-])cnc1N(CCO)CCO
    3.3%, -10
COc1ccc(Oc2c(C)oc3cc(OC(=O)N4CCOCC4)ccc3c2=O)cc1
    4.2%, x
COc1ccc(C(=O)Oc2ccc(/C=N/NC(=O)c3ccccc3OC)cc2[N+](=O)[O-])cc1
    -6.9%, 9
C/C(=N\Nc1ccc(Cl)c(C(=O)O)c1)c1cc2ccccc2o1
    -2.3%, -5
O=C(O)/C(=C\c1cccc([N+](=O)[O-])c1)c1ccc(S(=O)(=O)N2CCCCC2)s1
    0.1%, -9
CC(/C=C1\SC(=S)N(C(C(=O)O)C(C)C)C1=O)=C\c1ccccc1 (stereo unspecified)
    3.6%, 8
O=C1CCCC(O)=C1N=Nc1cccc(S(=O)(=O)N2CCOCC2)c1
    -0.2%, 3
CCCCCn1c(=O)[nH]c2cc(C(=O)NCCCN3CCCCC3)ccc2c1=O
    -8.7%, x
O=C(NC(=S)Nc1ccccn1)c1cccc([N+](=O)[O-])c1
    -6.3%, 5
O=C(Nc1nc2ccc(S(=O)(=O)N3CCCC3)cc2s1)C1CCCO1 (stereo unspecified)
    0.0%, 10
CC1CN(c2cc3nccnc3cc2F)CC(C)O1 (stereo unspecified)
    1.5%, x
Cc1ccc(C2CC(=O)c3cnc(N4CCc5ccccc5C4)nc3C2)cc1 (stereo unspecified)
    -3.3%, 12
O=C(O)CSc1cnc2ccccc2n1
    -1.6%, -8
Cc1ccc(OCC(=O)N/N=C/c2ccccc2)c([N+](=O)[O-])c1
    -3.5%, -2
COC(=O)c1[nH]c2ccc(C)cc2c1NC(=O)CN1CCCc2ccccc21
    -4.5%, 9
Cc1cc(=O)[nH]c(SCC(=O)Nc2ccc(Br)cc2)c1C#N
    4.0%, -10
CC(C)N=Cc1c(O)[nH]c2ccccc12
    2.5%, 9
COc1cc(NC(=O)CN2CCC(Cc3ccccc3)CC2)c(C)cc1[N+](=O)[O-]
    -0.2%, x
COc1ccc(OC)c(S(=O)(=O)N2CCC(C(=O)NCc3ccccc3OC)CC2)c1
    1.8%, -4
O=[N+]([O-])c1cc(S(=O)(=O)CCCN2CCOCC2)ccc1F
    -3.0%, 8
Cc1c(C(=O)NCCN2C(=O)S/C(=C\c3cccnc3)C2=O)cccc1[N+](=O)[O-]
    x, 14
COc1ccc(C(=O)Nc2nc(C)cc(C)n2)cc1[N+](=O)[O-]
    4.9%, 8
Cc1ccc(NC(=O)c2c(C)nc3ccccn23)cc1C
    -0.5%, 4
COC(=O)c1[nH]c2ccccc2c1NC(=O)CN1CCN(C/C=C/c2ccccc2)CC1
    -5.2%, x
c1ccc(-c2nc(NCc3ccco3)c3oc4ccccc4c3n2)cc1
    -2.7%, x
COc1ccc(C2Nc3cccc4cccc(c34)N2)cc1
    5.0%, x
O=C(Nc1ccc(Cl)cn1)Nc1ccccc1Cl
    8.1%, 5
CCN1/C(=C/c2ccc3cc(C)ccc3[n+]2CC)Sc2cc(C)ccc21
    -6.7%, 2
Cc1c(-c2ccc(Cl)cc2)oc(=O)c2c(N)n(-c3ccccc3)nc12
    -3.0%, 11
O=C(O)COc1ccc(/C=N/Nc2nc(Nc3ccccc3)nc(N3CCCCC3)n2)cc1
    2.0%, -11
Cc1nc2ccc(Br)cn2c(=O)c1Cl
    -0.1%, -10
C/C(=N\Nc1cc(-c2ccccc2)nc(-c2ccc(Br)cc2)n1)c1cccc(N)c1
    1.4%, x
CC(=O)Nc1ccc(OCc2nnc(-c3ccc(Cl)cc3)o2)cc1
    -2.3%, 34
Cc1onc(-c2ccccc2Cl)c1C(=O)NC(=S)NCCc1ccccc1
    1.7%, x
O=C(c1ccccc1)N1CCC(c2nc(-c3ccc(S(=O)(=O)N4CCOCC4)cc3)no2)CC1
    -0.2%, x
O=C(c1cc2nc(-c3cccs3)cc(C(F)(F)F)n2n1)N1CCCc2ccccc21
    7.2%, -3
Cc1ccc(S(=O)(=O)C2CCCCC2=O)cc1 (stereo unspecified)
    -2.4%, -40
O=C(Nc1ccncc1)c1cc2ccccc2o1
    -3.4%, 40
CNC(=S)Nc1ccccc1-c1ccccc1
    8.7%, -6
C=CCOC(=O)C1=C(C)OC(N)=C(C#N)C1c1ccccc1F (stereo unspecified)
    3.1%, x
O=C1C2C3CC(C(Br)C3Br)C2C(=O)N1CC1CCCO1 (stereo unspecified)
    6.8%, 6
CCOC(=O)c1ccn(-c2nc(-c3ccco3)cc(C(F)(F)F)n2)n1
    4.7%, x
Cc1ccc(N2CN(CCC3=CCCCC3)CNC2=S)cc1
    4.0%, 6
CNC(=O)c1cc2c(=O)n3cc(C)ccc3nc2n(C(C)C)c1=N
    2.5%, 27
CCOC(=O)CC(=O)CSc1nc(C)nc2c1oc1ccccc12
    -1.2%, 16
O=C(NCc1ccco1)c1cc2ccccc2c(=O)o1
    -8.3%, 0
O=C(Oc1ccc(-n2cnnn2)cc1)c1ccccc1
    2.0%, 6
CN(C)/C=N/c1c(C#N)cnn1-c1ncnc2sc(-c3ccccc3)cc12
    8.7%, -6
Nc1ncnc(Sc2ccc(Cl)cc2)c1[N+](=O)[O-]
    0.9%, -6
CC(=O)Nc1ccc(S(=O)(=O)N2CCSC2c2ccccc2Cl)cc1 (stereo unspecified)
    -3.0%, x

Other compounds follow.
The line under a structure holds: GlmU inhibition, Mtb RmlCD inh
O=C(NCCCN1CCOCC1)c1cc(C(=O)C2CC2)c[nH]1
    0.3%, x
CN(C)c1ccc(Cl)cc1N
    0.1%, x
COC(=O)CSc1nc2c(c(-c3ccc(O)cc3)c1C#N)CCCC2
    -3.8%, -9
CCOc1ccccc1NC(=O)N1C2CCCC1CC(NC(=O)C1CC1)C2 (stereo unspecified)
    0.8%, 8
COC(C(=O)Nc1ccc(C(C)=O)cc1)c1ccccc1 (stereo unspecified)
    -9.4%, 26
CNC(=O)C1CCC(=O)N1Cc1ccc(C)cc1 (stereo unspecified)
    -2.2%, x
O=C(NCc1cccnc1)c1ccccc1-c1nc(-c2ccccc2)no1
    -2.6%, x
COc1ccc(Br)cc1/C=C/C(=O)NC(=S)Nc1ccc(Cl)c(C(=O)O)c1
    -1.1%, -5
